# VHR inh abs – blocks human VHR1 dual specificity phosphatase. P51452. actives 0.52% (n = 290,000). recombinant VHR phosphatase, pNPP absorbance. inhibition, % at 13.3 µM; in the data active = inhibition above about 50%; also: some compounds called inactive have numbers as strong as hits
# Target sequence (P51452 whole entry, looked up): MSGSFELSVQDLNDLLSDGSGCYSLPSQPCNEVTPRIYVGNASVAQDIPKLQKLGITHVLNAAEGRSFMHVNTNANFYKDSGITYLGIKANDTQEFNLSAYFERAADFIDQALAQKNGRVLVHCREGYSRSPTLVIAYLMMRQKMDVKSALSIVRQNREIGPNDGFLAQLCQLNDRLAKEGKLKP
# MazF activator – increases E. coli MazEF RNase cleavage of RNA | activation, % at 20 µM | P0AE70 | AID 504720 | FAM/BHQ RNA-DNA oligo cleavage fluorescence, 5 h | actives 0.32% (n = 350,000); in the data active = activation above about 50%
# Anthrax LF inh2 – inhibitors of Bacillus anthracis lethal factor protease; AID 588501; actives 0.12% (n = 360,000); P15917; multiplex microsphere protease cleavage assay, LF; inhibition, % at 10 µM; in the data active = inhibition above about 30%; inconclusive = no clear call, values can overlap the other calls; also: plate controls were buffer without enzyme for full effect and enzyme alone for no effect
# Target sequence (P15917 whole entry, looked up): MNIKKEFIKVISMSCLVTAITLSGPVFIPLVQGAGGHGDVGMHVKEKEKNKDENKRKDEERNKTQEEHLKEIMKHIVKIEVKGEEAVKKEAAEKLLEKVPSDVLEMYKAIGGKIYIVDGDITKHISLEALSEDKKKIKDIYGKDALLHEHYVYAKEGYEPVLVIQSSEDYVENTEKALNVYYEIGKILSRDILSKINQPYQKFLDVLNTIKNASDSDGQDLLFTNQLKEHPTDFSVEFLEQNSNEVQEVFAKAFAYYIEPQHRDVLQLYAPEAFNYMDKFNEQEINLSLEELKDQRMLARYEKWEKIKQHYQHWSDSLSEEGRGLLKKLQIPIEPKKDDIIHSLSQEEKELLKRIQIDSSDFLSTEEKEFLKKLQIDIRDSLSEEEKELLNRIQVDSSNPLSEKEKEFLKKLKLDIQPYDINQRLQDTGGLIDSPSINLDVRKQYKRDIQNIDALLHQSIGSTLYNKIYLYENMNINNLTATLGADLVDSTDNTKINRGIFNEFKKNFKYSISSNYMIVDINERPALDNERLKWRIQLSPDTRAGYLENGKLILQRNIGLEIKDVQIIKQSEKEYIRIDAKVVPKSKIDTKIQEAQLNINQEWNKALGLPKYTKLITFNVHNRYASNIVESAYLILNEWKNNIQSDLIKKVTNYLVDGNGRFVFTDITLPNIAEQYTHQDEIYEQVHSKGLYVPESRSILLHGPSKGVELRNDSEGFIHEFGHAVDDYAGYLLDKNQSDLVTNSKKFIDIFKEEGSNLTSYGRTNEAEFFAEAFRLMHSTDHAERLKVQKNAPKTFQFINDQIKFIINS
# Rv3671c inh – inhibits the M. tuberculosis serine protease Rv3671c. P9WHR9. inhibition, % at 5.96 µM. actives 0.048% (n = 320,000). AID 2606; in the data active = inhibition above about 38%;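 also: extracellular domain of Rv3671c used as enzyme; 0% = enzyme with DMSO and 100% = no enzyme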
# Vc quorum ag – inducers of Vibrio cholerae quorum light production without autoinducers. actives 0.16% (n = 350,000). AID 588436. activation, % at 18.7 µM. V. cholerae BH1578 lux reporter, luminescence, 6 h; in the data active = activation mostly above about 9.7%, no sharp cut-off; inconclusive = no clear call, values can overlap the other calls; inactive = mostly below about 3.7%; also: not every result past the cut was called active; inactives centre near 0; reference of the scale not given here
# PfHsp40 rescue – restores yeast growth despite PfHsp40 toxicity | actives 0.68% (n = 340,000) | growth rescue, % at 12.5 µM | AID 504582 | S. cerevisiae expressing PfHsp40, growth rescue, ATP luminescence; in the data active = growth rescue above about 28%, passing the limit was not always enough; inconclusive = no clear call, values can overlap the other calls;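 also: yeast W303a lacking pdr1 and pdr3 grown in galactose medium; growth measured after three days at 30 °C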
# SSB-PriA inh – inhibitors of Klebsiella pneumoniae PriA binding to SSB C-terminal tail. inhibition, % at 33 µM. AID 1272365. actives 0.6% (n = 430,000). AlphaScreen SSBct-PriA binding, biotinylated peptide; in the data active = inhibition mostly above about 37%, no sharp cut-off; inactive = mostly below about 20%;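 also: plate controls were negative control peptide for no effect and reference peptide for full effect; strong numbers were not always called active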
# Yp Topo-I inh – inhibitors of Yersinia pestis topoisomerase I. Y. pestis Topo-I cleavage product accumulation, plate reader. actives 0.064% (n = 360,000). activity, % at 10 µM; in the data active = activity above about 50%, passing the limit was not always enough; inconclusive = no clear call, values can overlap the other calls; also: inactives centre near 2
# TcdB inh – inhibitors of Clostridioides difficile toxin B glycohydrolase | actives 0.24% (n = 350,000) | inhibition, % at 9.99 µM | TcdB glycohydrolase enzymatic assay, plate reader | P18177; in the data active = inhibition above about 10%
# SARS 3CLpro inh – SARS-CoV 3CLpro protease inhibition; P0C6X7; recombinant SARS-CoV 3CLpro, quenched FRET peptide cleavage; inhibition, % at 6 µM; actives 0.14% (n = 290,000); in the data active = inhibition above about 12%
# An asterisk follows results filed as active; i = inactive; ? = inconclusive; / = not tested or not shown; & = joins results of further samples.
SMILES,VHR inh abs,MazF activator,Anthrax LF inh2,Rv3671c inh,Vc quorum ag,PfHsp40 rescue,SSB-PriA inh,Yp Topo-I inh,TcdB inh,SARS 3CLpro inh
Cc1ccc(NC(=O)CN2C(=O)COc3ccc(S(=O)(=O)N4CCCC4)cc32)c(C)c1,1,2,-2,4,-0.3,-1.1,-6,-3,-0.1,1
Cc1cc(N2CCCCCC2)n2nc(C)c(-c3ccccc3)c2n1,-15,-3,0,/,0.9,0.2,-5,1,-0.1,2
CCOC(=O)c1sc(NC(=O)CN2C(=O)NC3(CC(C)CC(C)(C)C3)C2=O)c(C(=O)OCC)c1C (stereo not given),16,-7,0,6,-0.4,13,3,22,0.5,2
CNC(=O)/C(C#N)=c1\s/c(=C/C(=O)OC)c(=O)n1-c1ccccc1,0,-9,2,-42,-3.1,-1.6,/,-14,/,3
O=C(COC(=O)c1ccc(O)cc1)NCc1ccc2c(c1)OCO2,-19,2,0,-3,-0.2,0.6,-13,8,1.0,-1
O=C(O)CCCn1cc(NC(=O)COc2ccc(F)cc2F)cn1,1,-4,-3,1,i,-0.5,-9,6,-0.2,3
CC(C)(C)OC(=O)C[C@H]1C/C=C\C[C@H](CC(=O)N(CCO)Cc2ccccc2)C(=O)NCCOC1=O,/,7,-2,-1,-0.3,0.7,-9,1,-0.8,/
Cc1ccc(Nc2ncnc3c2oc2ccccc23)cc1,33,4,-1,4,0.0,4.4,-18,6,/,0
COc1ccc(NC(=O)c2cc(-c3ccc(C)o3)nc3ccccc23)c(OC)c1,/,2,/,-4,-0.4,/,-1,14,-0.7,/
Cc1cccc(C)c1NCc1n[nH]c(=S)n1-c1ccccc1,-8,2,-1,-6,1.5,-0.4,7,2,1.5,2
O=C(CSc1ncnc2c1oc1ccccc12)c1cccs1,32,-4,2,0,1.1,-0.6,-1,3,/,5
O=C1C=C(c2ccc3[nH]ccc3c2)C[C@@H](c2ccc(Cl)cc2)C1,/,-15,-13,-33,-0.6,5.0,-15,-2,-7.6,/
COc1ccccc1C(=O)NNC(=S)NC(=O)c1cc(OC)c(OC)c(OC)c1,-2,-26,4,12,-0.4,62*,-13,8,2.5,-5
O=C(COC(=O)CSc1nnc(-c2ccc(Cl)cc2)o1)NCc1ccc2c(c1)OCO2,4,10,-4,-3,0.4,0.4,-13,30,/,0
CC1CCN(C(=S)c2ccc3c(c2)OCO3)CC1,-2,1,-4,1,-0.9,-1.1,-9,10,/,2

# As entered above.
# Anthrax LF inh2, CCOC(=O)c1sc(NC(=O)CN2C(=O)NC3(CC(C)CC(C)(C)C3)C2=O)c(C(=O)OCC)c1C (stereo not given) → 0
# Vc quorum ag, CNC(=O)/C(C#N)=c1\s/c(=C/C(=O)OC)c(=O)n1-c1ccccc1 → -3.1
# Yp Topo-I inh, O=C(COC(=O)CSc1nnc(-c2ccc(Cl)cc2)o1)NCc1ccc2c(c1)OCO2 → 30
# PfHsp40 rescue, O=C(CSc1ncnc2c1oc1ccccc12)c1cccs1 → -0.6

# Other entries:
SMILES,VHR inh abs,MazF activator,Anthrax LF inh2,Rv3671c inh,Vc quorum ag,PfHsp40 rescue,SSB-PriA inh,Yp Topo-I inh,TcdB inh,SARS 3CLpro inh
CC(=O)N[C@@H](CC(=O)N[C@H](CCC(=O)O)C(=O)O)C(=O)O,/,6,-1,1,i,-0.3,-7,1,0.1,/
Cc1cc(C#N)c(C)c(SCc2[nH]nc3c2C(c2ccccc2)C(C#N)=C(N)O3)n1 (stereo not given),-1,-19,-12,1,/,-0.5,1,-4,/,0
Cc1ccc(SCCNC(=O)C(CO)(CO)CO)cc1,1,-4,-5,1,-0.4,-1.2,-18,4,0.8,0
CCOc1ccc2nc(N3CCCN(C(=O)Nc4ccccc4C)CC3)c(C#N)cc2c1,6,-22,1,1,/,-0.1,-26,-13,/,0
O=c1nc(Nc2ccc([N+](=O)[O-])cc2)[nH]c(=O)[nH]1,10,8,-3,-3,i,0.3,5,-12,0.9,-4
CC(=O)c1ccc(OCCCC(=O)NC2CCC(C)CC2)cc1 (stereo not given),-5,2,-8,-7,-0.5,0.4,0,11,-2.6,-1
O=C(c1cc(Cl)ccc1OCc1ccccc1)N1CCOCC1,2,4,-2,-3,-0.5,-1.2,-4,6,1.1,1
CCN(Cc1ccccc1)C(=O)COc1cc(=O)n(CC)c2ccccc12,27,-1,-8,-6,i,-1.4,8,2,/,0
O=C(CCC1CCCCC1)NCc1cccs1,7,5,2,5,-0.2,0.1,-17,-7,/,2
CCC1=Nc2cc(C(=O)NCc3ccco3)ccc2Sc2ccc(Cl)cc21,2,6,-1,-34,-4.2,4.0,12,25,/,8
NC(=O)c1cc2ccc(O)cc2oc1=NCc1ccccc1,27,785*,1,-21,-1.0,-0.7,-24,-11,-2.6,2
CC(C)(C)OC(=O)N1CCC(C(=O)Nc2cccc(C(=O)NCCCc3ccccc3)c2)CC1,/,0,3,/,-1.4,5.9,3,22,1.3,/
Brc1ccc(-c2noc3c2-c2nc(C4CCCCC4)sc2CC3)cc1,/,-1,-6,6,i,1.1,-13,-2,/,/
Cc1cc(CNC(=O)C2(C(F)(F)F)C/C(=C\Cc3ccccc3)CCCO2)nn1C (stereo not given),/,5,0,-2,i,0.3,2,7,0.8,/
O=C(O)c1cc(/C=C/c2ccc(N3CCOCC3)cc2)nc2ccccc12,20,-10,2,2,-0.3,0.2,-5,6,-1.2,2

# Full records, quoted from the list. Values in the order: VHR inh abs	MazF activator	Anthrax LF inh2	Rv3671c inh	Vc quorum ag	PfHsp40 rescue	SSB-PriA inh	Yp Topo-I inh	TcdB inh	SARS 3CLpro inh
# Cc1cc(CNC(=O)C2(C(F)(F)F)C/C(=C\Cc3ccccc3)CCCO2)nn1C (stereo not given) in the list: /	5	0	-2	i	0.3	2	7	0.8	/
# O=C(CCC1CCCCC1)NCc1cccs1 in the list: 7	5	2	5	-0.2	0.1	-17	-7	/	2

# The main list resumes, starting 2 compounds before the break.
SMILES,VHR inh abs,MazF activator,Anthrax LF inh2,Rv3671c inh,Vc quorum ag,PfHsp40 rescue,SSB-PriA inh,Yp Topo-I inh,TcdB inh,SARS 3CLpro inh
Cc1cc(CNC(=O)C2(C(F)(F)F)C/C(=C\Cc3ccccc3)CCCO2)nn1C (stereo not given),/,5,0,-2,i,0.3,2,7,0.8,/
O=C(O)c1cc(/C=C/c2ccc(N3CCOCC3)cc2)nc2ccccc12,20,-10,2,2,-0.3,0.2,-5,6,-1.2,2
COCCNc1ncnc2c1cnn2-c1ccc(Cl)cc1,29,2,?,3,-0.3,2.1,-10,-1,/,-7
COc1ccc(CCNC(=O)c2cc3ccccn3n2)c(OC)c1OC,34,-8,-15,-2,-0.6,-0.1,-1,14,3.2,1
OC1(c2cccs2)CN(c2ccc(Br)cc2)C2=[N+]1CCCS2 (stereo not given),8,10,-11,3,-0.6,-0.3,0,8,0.1,-2
NC(N)=Nc1nc2ccc(Br)cc2c(=O)[nH]1,2,5,-5,2,-0.3,-0.6,8,1,0.6,-4
OCCN(Cc1ccccc1)Cc1ncccc1O,/,-2,-1,/,0.3,5.2,-2,3,0.1,/
CC12CCC(C(=O)NCCCn3ccnc3)(OC1=O)C2(C)C (stereo not given),-10,-5,-2,2,i,-1.4,-16,-9,/,3
COc1ccc(C)cc1S(=O)(=O)N1CCC(C(=O)NCCC2=CCCCC2)CC1,5,-2,-3,-5,-0.5,-0.5,-18,32,/,-1
COC(=O)C1CCN(S(C)(=O)=O)CC1,-26,7,-4,0,2.2,3.2,-7,-13,/,-5
O=S(=O)(NCC1CN(S(=O)(=O)c2c(F)cccc2F)C1)c1ccc2c(c1)OCCO2,/,-9,4,-3,0.1,-0.4,-12,-4,-0.6,/
O=C(CN1C(=O)C2CC=CCC2C1=O)Nc1ccc(S(=O)(=O)Nc2ncccn2)cc1 (stereo not given),15,-3,-1,1,i,-0.2,-5,2,-0.3,-2
Cc1nc(C)n(CC(=O)c2ccc(Cl)cc2Cl)n1,25,-11,-8,-8,-0.4,-0.1,-10,-7,0.6,-3
N/C(=N\OC(=O)c1cc(-c2ccccc2)nc2ccccc12)c1ccccn1,16,-1,1,4,-0.3,1.8,/,12,0.3,3
COC(=O)C(O)(c1ccc(NC(=O)NC2CCCCC2)cc1)C(F)(F)F (stereo not given),-14,0,1,-6,1.1,0.9,-7,-1,1.0,-3
CCCc1nnc(SCC(=O)Nc2ccc3c(c2)OCCO3)n1CCOC,-8,-5,8,-4,i,-0.7,-7,1,-0.1,3
CCOC(=O)N1CCN(c2nnc(-c3ccc(C)cc3)c3ccccc23)CC1,7,12,-2,3,i,0.1,-3,43,0.7,0
C[C@@H]1CCCCO[C@@H](CN(C)S(=O)(=O)c2cccs2)[C@@H](C)CN([C@H](C)CO)C(=O)c2cc(NS(=O)(=O)c3ccccc3)ccc2O1,/,-12,-7,/,2.1,/,/,45,-0.7&-0.4,/
CCCc1[nH]n(-c2ccc(F)cc2)c(=O)c1C=Nc1ccc(C)cc1,-5,1,-1,1,-0.1,-0.7,-4,15,-0.2,0
Cc1ccc(OCC(O)CN2CCN(CC(O)COC(C)C)CC2)c(C(C)(C)C)c1 (stereo not given),15,2,-4,3,-2.9,0.5,-12,21,/,-1
Cc1[nH]c2ccc(F)cc2c1CCN(Cc1ccncc1)C(=S)Nc1ccc(F)cc1,12,7,-9,10,-0.1,0.8,16,-15,-2.7,3
CC(=O)N1CCCc2cc(S(=O)(=O)N3CCCC(C(=O)Nc4ccc(C)cc4C)C3)ccc21 (stereo not given),-9,3,0,10,i,-2.1,-6,-9,0.2,-2
Cc1ccc(C(=O)N/C(=C\c2ccc(-c3ccc(Br)cc3)o2)C(=O)NC2CCS(=O)(=O)C2)cc1 (stereo not given),-17,-1,-1,-3,-0.4,-0.2,-10,-3,0.6,-1

# Part of the list above in order of molar mass, rising:
SMILES,VHR inh abs,MazF activator,Anthrax LF inh2,Rv3671c inh,Vc quorum ag,PfHsp40 rescue,SSB-PriA inh,Yp Topo-I inh,TcdB inh,SARS 3CLpro inh
Cc1ccc(OCC(O)CN2CCN(CC(O)COC(C)C)CC2)c(C(C)(C)C)c1 (stereo not given),15,2,-4,3,-2.9,0.5,-12,21,/,-1
Cc1ccc(C(=O)N/C(=C\c2ccc(-c3ccc(Br)cc3)o2)C(=O)NC2CCS(=O)(=O)C2)cc1 (stereo not given),-17,-1,-1,-3,-0.4,-0.2,-10,-3,0.6,-1
C[C@@H]1CCCCO[C@@H](CN(C)S(=O)(=O)c2cccs2)[C@@H](C)CN([C@H](C)CO)C(=O)c2cc(NS(=O)(=O)c3ccccc3)ccc2O1,/,-12,-7,/,2.1,/,/,45,-0.7&-0.4,/

# This is a subset; the hit share may differ from the screen's.
